Assay outcomes (PubChem)
GIRK2 activator: Activates human GIRK2-containing potassium channels; P48051; HEK293 GIRK2/NPY4 cells, thallium flux fluorescence; activation (% efficacy), % for hits at 37.5 µM; 34,000 tested, under 10 active; AID 1259324;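 active = primary screen hit, no activity in plain HEK293 cells, and in GIRK2-only cells above 5% efficacy rising with concentration; inactive = the rest, including fluorescent compounds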;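 note: efficacy is normalized control-subtracted fluorescence 15 s after thallium addition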
Target sequence (P48051 whole entry, looked up): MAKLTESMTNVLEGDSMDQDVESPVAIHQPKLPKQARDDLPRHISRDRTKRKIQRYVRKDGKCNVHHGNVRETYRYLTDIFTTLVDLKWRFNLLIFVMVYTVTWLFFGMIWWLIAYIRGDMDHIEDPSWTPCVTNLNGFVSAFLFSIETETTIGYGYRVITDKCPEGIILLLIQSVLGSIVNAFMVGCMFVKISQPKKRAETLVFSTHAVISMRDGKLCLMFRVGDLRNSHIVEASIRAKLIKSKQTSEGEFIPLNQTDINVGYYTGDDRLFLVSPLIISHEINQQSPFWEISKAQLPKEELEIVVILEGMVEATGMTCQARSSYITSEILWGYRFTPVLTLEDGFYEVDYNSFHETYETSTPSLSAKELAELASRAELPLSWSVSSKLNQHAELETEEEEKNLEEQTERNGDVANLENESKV
Calls only; i = inactive.

SMILES | GIRK2 activator
COc1ccc(CNC(=O)c2sc(=S)n(Cc3ccccc3)c2N)cc1 | i
Cn1c(=O)c2cc(C(=O)N3CCCC3)sc2n(C)c1=O | i
Cc1cccc(C)c1NC(=O)CSc1ncc(S(=O)(=O)c2ccc(Cl)s2)c(N)n1 | i
Cc1ccc(-c2cc(NS(=O)(=O)c3ccc(C)cc3)n(C3CCS(=O)(=O)C3)n2)cc1 (configuration not stated) | i
CC(C)c1cc(=O)[nH]c(-n2nc(-c3ccco3)cc2NC(=O)c2ccc([N+](=O)[O-])o2)n1 | i
O=C(CSc1nc(=O)n(CCCO)c2c1CCC2)NC1CCCCC1 | i
CCCNC(=O)C(=O)NCCCN1CCOC(c2ccccc2)C1 (configuration not stated) | i
COc1ccc(NC(=O)Cn2cc(OC)c(=O)cc2CSc2nc(C)cs2)c(OC)c1 | i
COc1ccc(C(=O)N2C(=S)C(c3ccccc3)=NC23CCCCC3)cc1OC | i
CCCCOc1ccccc1-c1cc2c(SCC(=O)Nc3ccc(NC(C)=O)cc3)nccn2n1 | i
O=C(NCC1COC2(CCCCC2)O1)c1ccc(Br)o1 (configuration not stated) | i
O=C(NCCc1ccsc1)c1cc(-c2ccco2)on1 | i
CC(=O)N1CCCC1c1nc2ccccc2n1CCCOc1c(C)cccc1C (configuration not stated) | i
c1ccc(-c2cc(N3CCOCC3)n3ncc(-c4ccccc4)c3n2)cc1 | i
COc1ccc(NC(=O)CCc2csc(NC(=O)c3ccc[nH]c3=O)n2)c(OC)c1 | i
O=C(NCCSc1ncc(-c2ccccc2)[nH]1)Nc1cccs1 | i
COc1ccc(-c2cc3c(=O)n(Cc4nc(-c5cc(OC)cc(OC)c5)no4)ccn3n2)cc1 | i
Cc1cc(C(=O)N(CC2CCCO2)c2nc3c(Cl)cccc3s2)on1 (configuration not stated) | i
O=C(Nc1ccc(F)c(Cl)c1)N1CCN(c2ccc3nncn3n2)CC1 | i
CC(C)CCNC(=O)C(=O)Nc1ccc2c(c1)N(S(C)(=O)=O)CCC2 | i
CCC(CC)C(=O)N1CCN(c2ccc(Nc3ccncc3)nn2)CC1 | i
COc1ccc(SCCC(=O)Nc2nnc(-c3ccccc3Cl)o2)cc1 | i
O=C(NCC(O)C1CCCCC1)NC(c1ccccc1)c1ccccc1 (configuration not stated) | i
COc1cccc(C(CNC(=O)c2cc(-c3ccccc3)on2)N2CCOCC2)c1 (configuration not stated) | i
Cc1noc(C2CN(C(=O)COc3ccccc3C)C2)n1 | i
COc1ccc(C)cc1NC(=O)C(=O)NCC1CCN(Cc2ccccc2)CC1 | i
Cc1nnc2ccc(N3CCN(C(=O)Nc4cccc(F)c4)CC3)nn12 | i
O=C(c1cc(Br)ccc1Cl)N1CCOC(c2ccc(C(F)(F)F)cc2)C1 (configuration not stated) | i
O=C(NCCC1=CCCCC1)C(=O)Nc1ccc2c(c1)OCO2 | i
COc1ccc(N(CC(O)CNCCCC(=O)O)S(=O)(=O)c2ccc(C)cc2)cc1 (configuration not stated) | i
COc1ccccc1Nc1cc(Cl)nc(N)n1 | i
COc1ccc(Cc2nnc(Nc3cc(OC)ccc3OC)[nH]c2=O)cc1 | i
O=C(NCc1ccccc1)NCc1n[nH]c(=O)c2ccccc12 | i
Cc1nccn1CC1CCN(S(=O)(=O)c2ccc3c(c2)CCCC3)CC1 | i
O=C(C1COCC(=O)N1Cc1ccccc1)N1CCCC1 (configuration not stated) | i
COC(=O)c1ccc(NC(=O)CCCn2nc(-c3ccc(Cl)cc3)ccc2=O)cc1 | i
CC(C)c1ccc(NC(=O)Cc2csc(SCC(=O)c3cccs3)n2)cc1 | i
COc1ccc(-c2cc3ccc4c(c3oc2=O)CN(C2CCS(=O)(=O)C2)CO4)cc1 (configuration not stated) | i
Cc1c(Cl)cccc1S(=O)(=O)NCC1CCN(C(=O)Nc2ccc(F)cc2)CC1 | i
O=C(Cn1cnc(-c2ccccc2)cc1=O)N1CCN(c2ccccc2Cl)CC1 | i

Already shown: 20 of the compounds above.
SMILES | GIRK2 activator
COc1ccc(CNC(=O)c2sc(=S)n(Cc3ccccc3)c2N)cc1 | i
Cn1c(=O)c2cc(C(=O)N3CCCC3)sc2n(C)c1=O | i
Cc1cccc(C)c1NC(=O)CSc1ncc(S(=O)(=O)c2ccc(Cl)s2)c(N)n1 | i
Cc1ccc(-c2cc(NS(=O)(=O)c3ccc(C)cc3)n(C3CCS(=O)(=O)C3)n2)cc1 (configuration not stated) | i
CC(C)c1cc(=O)[nH]c(-n2nc(-c3ccco3)cc2NC(=O)c2ccc([N+](=O)[O-])o2)n1 | i
O=C(CSc1nc(=O)n(CCCO)c2c1CCC2)NC1CCCCC1 | i
CCCNC(=O)C(=O)NCCCN1CCOC(c2ccccc2)C1 (configuration not stated) | i
COc1ccc(NC(=O)Cn2cc(OC)c(=O)cc2CSc2nc(C)cs2)c(OC)c1 | i
COc1ccc(C(=O)N2C(=S)C(c3ccccc3)=NC23CCCCC3)cc1OC | i
CCCCOc1ccccc1-c1cc2c(SCC(=O)Nc3ccc(NC(C)=O)cc3)nccn2n1 | i
O=C(NCC1COC2(CCCCC2)O1)c1ccc(Br)o1 (configuration not stated) | i
O=C(NCCc1ccsc1)c1cc(-c2ccco2)on1 | i
CC(=O)N1CCCC1c1nc2ccccc2n1CCCOc1c(C)cccc1C (configuration not stated) | i
c1ccc(-c2cc(N3CCOCC3)n3ncc(-c4ccccc4)c3n2)cc1 | i
COc1ccc(NC(=O)CCc2csc(NC(=O)c3ccc[nH]c3=O)n2)c(OC)c1 | i
O=C(NCCSc1ncc(-c2ccccc2)[nH]1)Nc1cccs1 | i
COc1ccc(-c2cc3c(=O)n(Cc4nc(-c5cc(OC)cc(OC)c5)no4)ccn3n2)cc1 | i
Cc1cc(C(=O)N(CC2CCCO2)c2nc3c(Cl)cccc3s2)on1 (configuration not stated) | i
O=C(Nc1ccc(F)c(Cl)c1)N1CCN(c2ccc3nncn3n2)CC1 | i
CC(C)CCNC(=O)C(=O)Nc1ccc2c(c1)N(S(C)(=O)=O)CCC2 | i

Next records.
SMILES | GIRK2 activator
Cc1cc(C)cc(NC(=O)Nc2c(C)nc3cc(C)ccn3c2=O)c1 | i
O=C(NCc1cccs1)c1sccc1S(=O)(=O)N1CCN(c2ccccc2F)CC1 | i
CC1CS(=O)(=O)N(c2ccc(S(=O)(=O)N3CCN(C)CC3)cc2)C1=O (configuration not stated) | i
CCCOc1ccc(S(=O)(=O)NCC2CCN(C(=O)Oc3ccccc3)CC2)cc1 | i
Cn1nc(C2CCCN(C(=O)c3cc(-c4cccs4)on3)C2)n(-c2ccccc2)c1=O (configuration not stated) | i
Cc1ccc(C(C)C)c(OCC(O)CN2CC(C)OC(C)C2)c1 (configuration not stated) | i
Cc1cccc2sc(N(CCN3CCOCC3)C(=O)c3ccc4c(c3)OCCO4)nc12 | i
O=C(CSc1nnc(-c2cccnc2)n1-c1ccccc1)c1ccccc1 | i
Cc1cccc(-n2ncc3c(=O)[nH]c(-n4nc(C)cc4NC(=O)COc4ccc(C(C)C)cc4)nc32)c1 | i
O=C(NCC(O)(c1ccco1)C1CC1)c1ccc([N+](=O)[O-])o1 (configuration not stated) | i
CCN1CCN(c2oc(-c3ccco3)nc2S(=O)(=O)c2ccccc2)CC1 | i
O=C(Nc1ccc2c(c1)N(C(=O)c1ccco1)CC2)c1ccc2ccccc2c1 | i
Cc1nc(Nc2ccc(NC(=O)c3ccc(F)cc3Cl)cc2)cc(-n2cccn2)n1 | i
CCCc1ccc(S(=O)(=O)Nc2ccc3c(c2)N(C(=O)C(C)(C)C)CC3)cc1 | i
O=C(NCC1CCN(Cc2ccccc2)CC1)c1ccco1 | i
CCOc1cccc2sc(N(Cc3ccncc3)C(=O)c3ccc(S(=O)(=O)N(C)C)cc3)nc12 | i
Cc1ccc(NC(=O)c2ccc(=O)n(Cc3cccc([N+](=O)[O-])c3)c2)cc1C | i
O=C(NCCN1CCN(C(=O)c2cccs2)CC1)c1ccc2nsnc2c1 | i
Cc1nc(NCc2ccc(F)cc2)nc(NCc2ccccc2)c1[N+](=O)[O-] | i
COc1ccc(NC(=O)C2CC(=O)N(c3ccccc3OC)C2)cc1 (configuration not stated) | i
O=C(CSc1ccc(NC(=O)c2cccs2)nn1)Nc1ccc(C(F)(F)F)cc1 | i
O=C(CCc1csc(NC(=O)c2cccs2)n1)Nc1ccc(F)c(Cl)c1 | i
Cc1ccc(NC(=O)c2cc3c(=O)n4cc(C)ccc4nc3n2C)cc1 | i
COc1ccc(Cl)cc1C(=O)Nc1ccc(N2CCCCC2=O)c(C)c1 | i
COc1cc(OC)cc(C(=O)NCCCN2CCOC(c3ccccc3)C2)c1 (configuration not stated) | i
CC(Oc1ccccc1F)C(=O)NCCCn1nc(-c2ccccc2)ccc1=O (configuration not stated) | i
O=C(Nc1noc2ncccc12)C12CC3CC(CC(C3)C1)C2 | i
CC(=O)N1CCN(C(=O)Cc2cc(-c3ccc4c(c3)OCO4)on2)CC1 | i
CC(O)(CNS(=O)(=O)c1cccs1)C1CC1 (configuration not stated) | i
Cn1cccc1C(O)CNC(=O)CN1C(=O)CCC1=O (configuration not stated) | i
Cc1cc(C)nc(SCc2nnc(Nc3ccccc3)s2)n1 | i
O=C(NC1C=CS(=O)(=O)C1)C12CC3CC(CC(C3)C1)C2 (configuration not stated) | i
COc1ccc(N2C(=O)CCS2(=O)=O)cc1S(=O)(=O)Nc1ccccc1F | i
O=C(C1CCCCC1)N1CCC2(CC1)NC(=O)N(CCOc1ccccc1)C2=O | i
NS(=O)(=O)c1ccc(CCNC(=O)c2csc(Nc3cccc(Cl)c3)n2)cc1 | i
O=C(Nc1ccc2c(c1)N(S(=O)(=O)c1ccc(F)cc1)CCC2)c1ccno1 | i
CC(O)(CNC(=O)CCS(=O)(=O)c1ccccc1)c1ccc2c(c1)OCO2 (configuration not stated) | i
COc1ccc(-c2nnc(NC(=O)c3cccc([N+](=O)[O-])c3)o2)cc1OC | i
Cc1cc(NC(=O)c2ccc(OC(C)C)cc2)n(-c2ccccc2)n1 | i
Cc1ccc(NS(=O)(=O)c2ccc(Cl)s2)cc1N1CCCCC1=O | i
O=C(/C=C/c1ccccc1)NCC1CCN(S(=O)(=O)C2CC2)CC1 | i
CCOC(=O)c1ccc(NC(=O)C2CCCN(c3ccc(-n4cccn4)nn3)C2)cc1 (configuration not stated) | i
O=S(=O)(c1ccccc1)c1nnn2c1nc(NC1CCN(Cc3ccccc3)CC1)c1ccccc12 | i
CC1CN(c2ncnc3c2cnn3CCNC(=O)c2cccs2)CC(C)O1 (configuration not stated) | i
Cc1cc(C)c(Cn2c(=O)n(CC(=O)NCc3ccco3)c(=O)c3sccc32)c(C)c1 | i
O=C(C1CCC(Cn2c(=S)[nH]c3ccccc3c2=O)CC1)N1CCN(Cc2ccccc2)CC1 (configuration not stated) | i
CC(=O)Nc1cccc(NC(=O)CSc2ccnc3c2c(=O)n(C)c(=O)n3C)c1 | i
Cc1nnsc1C(=O)N1CCC(CNS(=O)(=O)c2cccc(Cl)c2C)CC1 | i
Cc1ccccc1C(=O)NCCOc1ccc2nnc(-c3ccccc3)n2n1 | i
COCCn1c(SCc2cccc([N+](=O)[O-])c2)nc2cc(C(=O)NC(C)C)ccc2c1=O | i
COC(=O)c1ccc(N2C(=O)CC(SCC(=O)Nc3ccc(C)c(C)c3)C2=O)cc1 (configuration not stated) | i
CC(=O)Nc1ccc(S(=O)(=O)NCCN2CCOC(c3ccccc3)C2)cc1 (configuration not stated) | i
CCn1nccc1C(=O)Nc1nc(-c2ccc3c(c2)CCCC3)cs1 | i
COc1ccc(-c2c(C)nn3c(Nc4ccccc4)cc(C)nc23)cc1OC | i
Cn1ccnc1N1CCN(CC(=O)Nc2ccccc2C(F)(F)F)CC1 | i
COc1ccc(CC(=O)NNC(=O)c2ccc(=O)n(Cc3ccccc3)c2)cc1 | i
O=C(Cc1ccc(Cl)cc1)NCC1CCN(C2CCCC2)CC1 | i
O=C(Cc1cccs1)N1CCN(c2ccc(-c3ccc(Cl)cc3)nn2)CC1 | i
CC(C)(C)c1ccc(C(=O)Nc2nonc2-c2ccccc2)cc1 | i
CC(=O)N1CCc2ccc(NC(=O)CSc3ccc(F)cc3)cc21 | i
The results go on.
SMILES | GIRK2 activator
Cc1ccc(NC(=O)NCCNc2cc(-n3cccn3)ncn2)cc1Cl | i
COC(=O)c1c(NC(=O)c2ccno2)sc2c1CCN(Cc1ccccc1)C2 | i
O=C(NCC1(c2cccs2)CC1)Nc1ccccc1Cl | i
CCCCNC(=O)c1cc(-c2ccco2)nc2c1c(C)nn2C1CCS(=O)(=O)C1 (configuration not stated) | i
Cc1nc(-c2cccc(NC(=O)Cc3c(C)[nH]c(=O)[nH]c3=O)c2)cs1 | i
CC(=O)N1CCN(C(=O)c2cccn2CC(=O)N2CCc3ccccc32)CC1 | i
O=c1n(Cc2cccc(Br)c2)nc2ccc(S(=O)(=O)N3CCCC3)cn12 | i
COc1ccccc1OCC(O)CNC(C)(C)C (configuration not stated) | i
N#C/C(=C\N1CCN(c2cccc(Cl)c2)CC1)C(=O)Nc1ccccc1 | i
CS(=O)(=O)c1ccccc1C(=O)N1CCN(Cc2nnnn2-c2ccccc2)CC1 | i
CCOC(=O)C1=C(N)OC2=C(C(=O)CC(C)(C)C2)C1C1CCCCC1 (configuration not stated) | i
CNC(=O)C1Cc2ccccc2N1C(=O)/C=C\c1cc(OC)c(OC)c(OC)c1 (configuration not stated) | i
CC(C)c1ccc(NC(=O)CCCn2nc(-c3ccc(F)cc3)ccc2=O)cc1 | i
COc1ccc(CCN2CC(=O)N(c3ccccc3)C3CS(=O)(=O)CC32)cc1OC (configuration not stated) | i
Cc1ccc(-c2c(C)nn3c(NC(C)C)cc(C)nc23)cc1 | i
CCOc1ccc(C(=O)NCCOc2ccc3nnc(-c4ccccc4Cl)n3n2)cc1 | i
COc1cccc(CNC(=O)Cn2c(C)cc(C)c(-c3nc(-c4ccc(Cl)cc4)no3)c2=O)c1 | i
Cc1ccc(NC(=O)Cn2cc(-c3ccccc3C)c(N3CCOCC3)n2)cc1 | i
Cc1ccsc1C(O)CNC(=O)c1nc2ccccc2s1 (configuration not stated) | i
O=C(Nc1ccc2scnc2c1)c1cccc([N+](=O)[O-])c1 | i
O=C(/C=C/c1cccc([N+](=O)[O-])c1)Nc1cccc(Br)c1 | i

Not all compounds are listed (hit frequency here may not be typical).
